# DAX1 inh-1: inhibitors of DAX1 repression of SF-1 activated StAR promoter | HEK293T StAR-luciferase reporter, SF-1/DAX-1 repression relief | inhibition, % at 6.8 µM | 1.1% of 370,000 active | AID 652010;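 active means inhibition above the mean over all tested compounds plus 3 SD, cut at about 3.6% in these data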;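 further: 0% = DAX-1 cells with DMSO and 100% = cells lacking DAX-1 with DMSO; higher inhibition means more luminescence from relief of DAX-1 repression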
# hgDAF12 agonist: activates the H. glycines DAF-12 receptor ligand-binding domain | HEK293 GAL4-hgDAF12 UAS-luciferase reporter, agonist luminescence; normalized to butyrate control | 1.8% of 370,000 active | activation, % at 6.8 µM;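 active means activation above a cutoff set at the mean of all screened compounds plus 3 SD, cut at about 10% in these data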;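 further: 0% = DMSO wells and 100% = sodium butyrate wells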
# KLK7 zymogen act: activators of human kallikrein-7 zymogen; P49862; purified proKLK7, EDANS-DABCYL substrate fluorescence; 100% is mature enzyme control, 0% vehicle; activation, % at 7 µM; 0.9% of 370,000 active; AID 652039;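 active means activation above the mean of all tested compounds plus 3 SD, computed per campaign excluding outliers beyond control limits, cut at about 13% in these data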
# DAX1 inh-2: inhibits human nuclear receptor DAX1; P51843; HEK293 Gal4-DAX1 luciferase reporter, luminescence; inhibition, % at 6.75 µM; 0.99% of 340,000 active; AID 504766;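 active means inhibition above the mean over all tested compounds plus 3 SD, cut at about 4.2% in these data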;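 further: 0% = DAX1-transfected cells with DMSO and 100% = empty-vector control cells with DMSO; inhibition shows as a rise in luminescence from relieved DAX1 repression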
# Target sequence (P51843 207-470 limits assumed): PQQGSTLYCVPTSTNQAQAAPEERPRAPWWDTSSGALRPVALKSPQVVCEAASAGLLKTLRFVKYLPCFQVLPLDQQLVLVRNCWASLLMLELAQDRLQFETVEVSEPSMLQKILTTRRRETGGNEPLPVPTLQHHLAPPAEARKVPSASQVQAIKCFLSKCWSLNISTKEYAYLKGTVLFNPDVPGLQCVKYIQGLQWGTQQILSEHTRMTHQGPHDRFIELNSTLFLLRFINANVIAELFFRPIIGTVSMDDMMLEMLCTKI
# sPLA2-III inh: Inhibits HGIII-sPLA2 liposome hydrolysis, primary screen; Q9NZ20; QFRET BODIPY PC-A2 liposome hydrolysis, fluorescence; inhibition, % at 12.2 µM; 0.56% of 370,000 active; AID 743126;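 active means inhibition above mean plus 3 SD of compounds lying within the high and low control bounds, cut at about 19% in these data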;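 further: 0% = median of test compound wells and 100% = no enzyme DMSO wells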
# Target sequence (Q9NZ20 whole entry, looked up): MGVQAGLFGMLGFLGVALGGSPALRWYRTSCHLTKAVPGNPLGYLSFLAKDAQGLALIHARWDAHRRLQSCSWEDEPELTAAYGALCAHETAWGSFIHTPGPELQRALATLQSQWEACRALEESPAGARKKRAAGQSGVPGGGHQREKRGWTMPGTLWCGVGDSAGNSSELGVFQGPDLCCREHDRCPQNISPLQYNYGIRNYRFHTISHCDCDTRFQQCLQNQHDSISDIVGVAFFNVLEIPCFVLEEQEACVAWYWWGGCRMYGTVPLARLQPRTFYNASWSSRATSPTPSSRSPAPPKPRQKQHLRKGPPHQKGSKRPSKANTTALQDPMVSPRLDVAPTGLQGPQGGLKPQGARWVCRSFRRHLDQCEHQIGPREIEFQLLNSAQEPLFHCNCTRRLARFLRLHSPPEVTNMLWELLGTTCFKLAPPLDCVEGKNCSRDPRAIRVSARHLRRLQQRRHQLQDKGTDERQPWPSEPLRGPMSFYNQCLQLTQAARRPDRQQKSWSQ
# SMARCA2 activ: activators of SMARCA2 function; MG213 cells, MMTV-luciferase reporter, dexamethasone, overnight; activation, % at 9.1 µM; 1% of 370,000 active; AID 652017; in the data active means activation above about 7.8%;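 further: 0% = vehicle wells and 100% = reference activator wells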
# GC-A act: GC-A (human) enzyme activation; HEK293 GC-A cells, cGMP TR-FRET, EC30 ANP; 0% at EC30 ANP, 100% saturating ANP; activation, % at 10 µM; 0.14% of 370,000 active; in the data active means activation above about 40%
# NPR2 activator: GC-B (human) receptor activation. 0.11% of 370,000 active. HEK293-GC-B cells, CNP EC30, cGMP TR-FRET; 0% at EC30 CNP, 100% saturating CNP. activation, % at 10 µM. P20594;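 active means activation at 10 µM reaching about 35% in either raw or pattern-adjusted values, limit read from the data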
# hcDAF-12 act: activates DAF-12 receptor from parasite H. contortus; activation, % at 6.8 µM; 1.4% of 370,000 active; HEK293 hcDAF-12 lit1-tk-luc reporter, luminescence; 0% DMSO, 100% Δ7-dafachronic acid;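 active means activation above the mean of all tested compounds plus 3 SD, cut at about 5.5% in these data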;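 further: 100% = response to 3 µM Δ7-dafachronic acid high control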
# ssDAF-12 act: S. stercoralis DAF-12 activation, primary screen; HEK293 ssDAF-12/GRIP1 lit1-tk-luc reporter, luminescence; % of 3 µM dafachronic acid response; activation, % at 6.8 µM; 1% of 370,000 active; AID 652126;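 active means activation above the mean over all tested compounds plus 3 SD, cut at about 0.9% in these data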;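 further: 0% = DMSO-only wells and 100% = 3 µM delta7-dafachronic acid wells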
# GAA850 FXN act: activators of GAA850 frataxin (FXN) promoter. HEK293 lucGAA850 FXN promoter luciferase reporter, 24 h; percent of 10 µM SAHA response. 0.56% of 360,000 active. AID 540364. activation, % at 6 µM;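 active means activation above the average of all compounds screened plus 3 SD, cutoff fixed separately per campaign, cut at about 7.5% in these data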;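 further: 0% = DMSO wells and 100% = 10 µM SAHA wells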
# Starred values were filed as active, the others as inactive; . = no result given. The order is random; about 6.7% have a hit in one of these screens.
SMILES,DAX1 inh-1,hgDAF12 agonist,KLK7 zymogen act,DAX1 inh-2,sPLA2-III inh,SMARCA2 activ,GC-A act,NPR2 activator,hcDAF-12 act,ssDAF-12 act,GAA850 FXN act
CCOC(=O)c1ccc(COC(=O)CNC(=O)CNC(=O)c2ccc(OC)cc2)o1,1.2,-3.0,0.0,0.3,-5.5,-0.8,-5.6,-4.2,-1.3,-1.3,0.7
COc1ccc(-n2nnnc2SCC(=O)Nc2nnn(C)n2)cc1,-0.3,-0.2,0.3,0.1,0.2,0.2,3.0,-1.3,-1.9,-1.2,0.2
O=C1c2ccccc2C(Nc2ccc(F)cc2F)N1CCN1CCOCC1 (configuration not stated),-0.4,-2.7,-0.4,-0.1,-2.4,0.8,0.6,-3.7,-1.0,-0.8,-1.7
CC(=O)OCC1OC(c2ccccc2)C(OC(C)=O)C(OC(C)=O)C1OC(C)=O (configuration not stated),0.4,0.0,-0.1,1.6,1.5,0.6,0.7,8.0,-0.7,-1.7,-0.5
COc1ccc(S(=O)(=O)NC(=O)C2(C)CCN2C(=O)C(C)(C)c2ccccc2)cc1 (configuration not stated),-0.6,0.3,0.0,.,0.5,-2.0,1.7,1.6,0.3,-1.2,0.2
CCOC(=O)C(=O)C1C(=O)Nc2ccccc21 (configuration not stated),0.3,3.8,-0.5,2.8,-1.0,0.9,2.3,-1.3,3.1,0.1,2.2
CC(=O)OC1CC[C@@]2(C)C(CCC3C2CC(=O)[C@@]2(C)C3CC3CC(C)=CC(=O)C32)C1 (some centres not stated),-0.6,-1.1,0.2,0.9,0.5,-2.6,1.3,1.4,-0.5,-0.9,4.2
O=[N+]([O-])c1cccc(C2Nc3cccc4cccc(c34)N2)c1,0.6,0.7,-0.2,1.0,14.7,-1.2,-2.9,-0.9,-2.3,-1.4,-2.1
C=CCC(C(=O)OC)(C(=O)OC)c1ccccc1[N+](=O)[O-],-0.6,-1.4,0.1,-0.2,-0.6,-2.6,-1.1,2.8,1.9,-2.4,0.7
CC(=O)c1cccc(NC(=O)CC2S/C(=N/N=C/c3ccccc3)NC2=O)c1 (configuration not stated),0.2,-3.2,-0.2,2.5,-13.5,-2.1,0.6,1.0,1.0,-2.0,1.4
O=C(CNC(=O)Cn1ccc2ccccc2c1=O)NCCCN1CCCCCC1,0.9,0.3,-0.8,-1.5,6.5,-6.1,-5.6,-0.1,-0.9,-0.7,-0.9
Cc1ccc(NC(=O)CC2S/C(=N/N=C3/NC(=O)CS3)NC2=O)cc1 (configuration not stated),-0.5,2.0,0.3,-0.2,-3.2,0.2,0.4,4.2,-0.5,-1.5,1.3
CCc1c(C)nc2c(-c3ccccc3)c(C)[nH]n2c1=O,-0.3,0.4,-4.0,0.5,5.5,0.1,-2.8,3.1,-1.8,-1.4,4.0
CCN(CC)C(=O)C1=C(C)N(CCC2=CCCCC2)C(=O)C(CC(=O)NC2CCCC2)C1 (configuration not stated),0.4,0.4,0.6,-0.4,0.5,-5.3,-1.8,-0.7,-0.6,-1.1,-0.8
CCOc1ccc(-n2nc3ccc(NC(=O)c4ccc5c(c4)OCCO5)cc3n2)cc1,-0.2,-0.4,-0.2,0.2,10.7,2.6,11.4,1.6,-2.1,-0.6,-0.9
Cc1ccc(NC(=O)CSc2nnc(-c3cc(C)on3)o2)cc1,-0.3,-0.9,0.2,-1.6,-1.5,-2.9,-7.2,-6.7,-1.4,-1.2,1.3
CC(C)(C)OC(=O)C[C@@H]1C/C=C\C[C@@H](CC(=O)N[C@H](CO)Cc2ccccc2)C(=O)N2CCC[C@H]2COC1=O,-0.9,-4.0,-0.1,-3.1,5.5,-0.1,1.5,8.3,-1.7,-1.1,-3.1
COc1cccc(NC(=O)CCC2CCN(C(=O)C3CC=CCC3)CC2)c1 (configuration not stated),-0.5,-0.6,0.2,-0.2,-1.2,8.0*,-2.6,-3.1,-1.2,-1.4,-1.8
CC(C)C[C@H]1CN=C(Nc2ccccc2)N1CCCC1CCCC1,-0.6,0.3,0.1,2.3,-3.1,0.0,-10.7,-14.8,4.3,-0.9,-2.0
C[C@@H](C(=O)Nc1ccc2c(c1)OCCO2)n1nnc2ccccc2c1=O,0.8,13.5*,0.1,2.0,-1.3,7.8,1.9,-3.2,1.9,0.2,3.2
CCCCn1c(N)c(N(CC(C)C)C(=O)c2cc(C)nc3ccccc23)c(=O)[nH]c1=O,-0.8,1.1,-0.1,-1.2,15.6,-1.6,3.4,-3.9,-1.1,-0.8,-0.6
O=C(NC(=S)N(CC1CCC1)CC1CCCO1)c1cccc([N+](=O)[O-])c1 (configuration not stated),-0.3,3.7,1.0,0.2,20.2*,-4.8,1.8,4.3,-0.6,-1.5,-0.2
COCCCn1nnnc1SCC(=O)N1CCN(C(=O)c2ccco2)CC1,-0.6,-2.1,-0.3,0.4,0.6,0.1,4.9,3.3,0.6,-1.2,-0.1
COCC(=O)N1CCC2CC1c1c(-c3ccc(C(F)(F)F)cc3)cccc12 (configuration not stated),-0.1,-1.4,-0.5,-0.6,15.7,-0.7,-4.7,-7.0,-1.3,-1.4,-1.2
CCOc1ccccc1NC(=O)C(NCCN(C)C)c1ccccc1 (configuration not stated),0.4,-1.5,0.1,2.7,-5.9,0.9,-8.2,-5.1,-0.6,-1.9,-0.9
COc1cc(S(=O)(=O)NCc2ccccc2)ccc1F,-0.9,-0.2,0.5,0.6,1.7,2.5,-2.9,-0.9,-0.3,-0.2,1.2
Cn1c(SCC#N)nnc1-c1ccc2c(c1)OCO2,0.0,0.8,0.1,3.4,-0.7,-3.2,-0.3,-1.2,-1.2,-1.1,-0.2
Cc1ccc(-c2nn(C)c(=O)c3ccccc23)cc1CNC(=O)/C=C/c1ccccc1,0.1,-2.8,0.7,-0.5,-7.9,-8.5,-3.3,0.9,-1.1,-1.3,0.1
CCN(CC)S(=O)(=O)c1ccc(OC(C)C)c(NC(=O)C2=COCCO2)c1,-1.3,3.7,0.5,0.8,-21.1,1.7,1.0,1.2,-0.5,-0.9,2.3
O=S(=O)(NC1=NCCCCC1)c1ccc(F)cc1,0.5,0.1,-0.7,1.1,3.3,0.1,-0.7,8.2,0.7,-1.5,1.1
Cc1cc2nc(-c3ccccc3)c(Cc3cccc(Cl)c3)n2c(C)c1Br,0.7,10.6*,0.2,.,-18.3,-2.9,-6.1,-1.7,2.7,-0.1,.
O=C(O)C1CCC(=O)N1Cc1ccc(F)cc1 (configuration not stated),0.2,5.0,0.4,0.0,-2.6,-0.8,-3.6,7.7,-1.0,-1.0,-0.9
C=CCSC1=NNC(c2ccc(C(C)(C)C)cc2)=NN1,0.8,2.4,0.4,2.1,3.9,6.4,3.5,0.3,0.0,-1.1,2.0
Cc1c(N=C/C=C/c2ccccc2)cnn1C,1.4,0.7,-0.4,1.1,4.8,0.8,7.9,-9.2,0.2,-0.9,-0.7
COc1ccc(C(c2nnnn2C(C)(C)C)N2CCN(c3nc4ccccc4s3)CC2)cc1 (configuration not stated),-0.5,1.3,-0.2,2.6,1.6,9.2*,-0.1,-4.8,1.6,-0.8,0.0
O=C(COC(=O)CCC(=O)c1cccs1)Nc1ncc(Cl)cc1Cl,0.4,-1.2,0.4,-0.2,-1.0,3.0,-2.2,6.4,-0.8,-0.3,0.9
CSc1ncc(CN2CCN(CC=C(C)C)C(CCO)C2)cn1 (configuration not stated),0.0,2.6,0.2,-1.9,5.2,-3.0,2.8,2.7,0.8,0.7,0.8
COc1ccc(CCNC(=O)c2cc3c(=O)n4cccc(C)c4nc3n(Cc3ccco3)c2=N)cc1OC,-0.4,-5.5,-3.5,-1.2,4.9,0.2,0.5,12.1,-2.3,-1.2,13.2*
Cc1c(C(=O)N2CC3(CC(c4cccc(NC(=O)[C@H]5CCC(=O)N5)c4)=NO3)C[C@@H]2C(N)=O)cc([N+](=O)[O-])cc1[N+](=O)[O-] (some centres not stated),0.3,-0.5,0.9,0.3,2.4,1.4,1.8,5.3,-1.2,-0.9,3.5
CCCCc1nnc2c(N(C)S(=O)(=O)c3ccccc3)nc3ccccc3n12,-0.6,-3.3,-0.6,-0.3,8.6,-5.6,-2.8,5.6,-1.3,-0.6,3.5
Cc1ccc(-c2nn(Cc3ccccc3)cc2C(=O)NCC2CCCO2)cc1 (configuration not stated),-0.3,3.9,-0.2,-1.6,12.1,0.5,3.0,2.6,2.6,-1.3,2.1
N#CC1=C(N)Oc2cc(N)ccc2C1c1ccccc1Cl (configuration not stated),-0.5,0.1,19.9*,0.3,-9.9,-2.5,38.4,5.1,-1.3,-0.8,3.7
Cc1ccc(-n2nc3c(=O)n(C(C)C(=O)NCc4ccc(Cl)cc4)nc(C)c3c2C)cc1 (configuration not stated),-0.1,-1.5,0.3,1.0,0.7,3.6,-2.1,-2.4,-0.4,-1.2,-3.5
Cc1ccc(-c2nn(-c3ccccc3)cc2C(N)=O)o1,0.9,3.4,-2.1,0.0,-7.9,-1.3,-1.1,-0.1,2.2,-1.2,3.4

# Bioassay records deposited in PubChem by several laboratories.
